# Source: PubChem BioAssay (National Center for Advancing Translational Sciences (NCATS))
# 15-hLO-2 inh – qHTS Assay for Inhibitors of 15-hLO-2 (15-human lipoxygenase 2); 0.56% of 110,000 active; Polyunsaturated fatty acid lipoxygenase ALOX15B (Homo sapiens), O15296; Potency, µM (doses to about 57.1 µM), for the others: top-dose activity change, negative = inhibition, hits mostly inhibitors; purified 15hLO-2, xylenol orange hydroperoxide absorbance; AID 881, 2007; note: potency is the fitted concentration of half-maximal effect; nearly all actives have a fitted effect of over 60% in size; many of its hits are not listed in these tables
# Target sequence (O15296 whole entry, looked up): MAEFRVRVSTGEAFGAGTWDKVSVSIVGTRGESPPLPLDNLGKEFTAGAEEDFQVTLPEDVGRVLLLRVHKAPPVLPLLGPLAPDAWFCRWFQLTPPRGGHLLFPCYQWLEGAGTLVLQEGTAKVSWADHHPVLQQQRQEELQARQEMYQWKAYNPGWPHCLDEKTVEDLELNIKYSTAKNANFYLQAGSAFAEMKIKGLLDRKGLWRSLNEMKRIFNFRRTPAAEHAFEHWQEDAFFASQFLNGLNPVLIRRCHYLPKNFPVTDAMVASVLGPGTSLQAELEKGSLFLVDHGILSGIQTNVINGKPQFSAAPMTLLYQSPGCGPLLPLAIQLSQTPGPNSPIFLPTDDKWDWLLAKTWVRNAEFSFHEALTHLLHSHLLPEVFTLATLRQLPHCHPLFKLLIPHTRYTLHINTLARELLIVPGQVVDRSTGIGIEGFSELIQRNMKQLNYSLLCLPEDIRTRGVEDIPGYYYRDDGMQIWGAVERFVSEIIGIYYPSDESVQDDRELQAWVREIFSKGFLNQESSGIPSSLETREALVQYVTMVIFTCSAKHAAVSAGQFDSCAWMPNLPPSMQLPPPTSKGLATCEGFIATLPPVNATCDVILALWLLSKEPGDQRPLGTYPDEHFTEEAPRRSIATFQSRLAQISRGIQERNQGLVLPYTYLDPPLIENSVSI
#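 Purified human 15hLO-2 (50 nM) preincubated 15 min with compound, then 45 uM arachidonic acid for 90 min at RT in 25 mM Hepes pH 7.5, 0.01% Triton X-100. Hydroperoxide detected by Fe-xylenol orange; 573/405 nm absorbance ratio.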
# 12-hLO inh – qHTS Assay for Inhibitors of 12-hLO (12-human lipoxygenase) | Potency, µM (doses to about 57.1 µM), for inactives: at the top dose activity change, negative = inhibition, most hits filed as inhibitors | AID 1452, 2008 | 0.12% of 150,000 active | Polyunsaturated fatty acid lipoxygenase ALOX12 (Homo sapiens), P18054 | purified 12-hLO, xylenol orange hydroperoxide absorbance; note: potency is the fitted concentration of half-maximal effect; nearly all actives have a fitted effect of over 55% in size; many of its hits are not listed in these tables
#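 Purified human 12hLO (150 nM), preincubated 15 min with compound, then 40 uM arachidonic acid for 30 min, room temperature, Hepes pH 7.0 with 0.01% Triton X-100. Hydroperoxide detected by ferrous iron/xylenol orange; 573/405 nm absorbance ratio gives reaction progress.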
# IMPase cell inh – qHTS Assay for Identifying the Cell-Membrane Permeable IMPase Inhibitors | Inositol monophosphatase 1 (Rattus norvegicus), P97697 | CHO-M1 cells, IP1 accumulation, HTRF TR-FRET ratio | inhibition (IP1 accumulation), % at 46.1 µM | 120,000 tested, under 10 active | AID 901, 2007; active = well fitted curve in the direction sought with a large enough effect in the signal ratio, not every such curve was filed as active; inconclusive = small, poorly fitted or top-dose-only effect, or a change in a side signal; inactive = no such curve, though single readings can be large or run the other way; the % refers to the signal ratio;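 note: cells stimulated with carbachol in lithium chloride buffer; plate controls were DMSO basal wells for no effect and reference inhibitor wells for full effect; higher means more IMPase inhibition seen as more IP1 and lower FRET ratio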
# Target sequence (P97697 whole entry, looked up): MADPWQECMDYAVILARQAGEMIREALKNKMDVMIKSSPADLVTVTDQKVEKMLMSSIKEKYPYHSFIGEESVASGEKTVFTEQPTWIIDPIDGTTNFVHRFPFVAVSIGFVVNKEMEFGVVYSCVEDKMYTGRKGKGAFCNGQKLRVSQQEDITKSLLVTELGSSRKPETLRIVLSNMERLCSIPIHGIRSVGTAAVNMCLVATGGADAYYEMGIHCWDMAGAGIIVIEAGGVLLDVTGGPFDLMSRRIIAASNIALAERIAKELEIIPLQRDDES
#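 Measured: the HTRF emission ratio (665/620 nm) plus the 620 nm donor channel, each fitted to the Hill equation to give AC50. Cells were CHO-M1 given compounds up to 46 uM and a 30 min carbachol stimulation at 37C.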
# PNC assembly inh – High Content Assay for Compounds that inhibit the Assembly of the Perinucleolar Compartment; 3.1% of 140,000 active; PC3M PTB-GFP, PNC prevalence imaging, 16 h; stronger effect = lower value; activity change (PNC), negative = inhibition, % at 10 µM;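 active = readout at or below -70, meaning at least 70% loss of cells showing the perinucleolar compartment, a nuclear body marking cancer cells; inconclusive = readout between -30 and a set limit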;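 note: plate controls were DMSO wells for no effect and camptothecin positive control wells for full effect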
#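 Read-out is percentage of cells bearing a perinucleolar compartment, from automated 20x imaging of fixed, Hoechst-stained PC3M PTB-GFP cells. Cells were seeded 4 h, then exposed 16 h to compound (23 nl of library stock) in duplicate plates.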
# * = called active by the depositor; ? = inconclusive; / = not tested or not shown; & = joins results of further samples; [ ] = remark or other dose. Unless noted, calls come from the whole dose curve; as a rule, active = well fitted curve in the direction sought with a large enough effect; inconclusive = small, poorly fitted or top-dose-only effect, or another doubt; inactive = no such curve, though single readings can be large; an effect the other way counts as inactive or inconclusive. Unless noted, % is set by controls: 0 for no effect and ±100 for the full control effect. Not all compounds are listed; count on the stated rates, not on these rows.
SMILES,15-hLO-2 inh,12-hLO inh,IMPase cell inh,PNC assembly inh
Nc1c(C(=O)NCc2ccco2)c2nc3ccccc3nc2n1CCN1CCCCC1,31%[activator],-9%,10,?
O=C1Nc2ccccc2C2(CCN(CCc3ccc(C(F)(F)F)cc3)CC2)O1,52%[activator],-28%,/,/
COC(=O)C(O)(c1ccc2c(c1)CCCN2)C(F)(F)F (stereo not drawn),4%,-2%,6,40
Cc1ccccc1-n1c(O)c(/C=N/Nc2nc3c(c(=O)n(C)c(=O)n3C)n2C)c(=O)[nH]c1=S,/,-13%,/,25
CCCNS(=O)(=O)c1ccc(OCC(=O)N2CCN(Cc3ccc4c(c3)OCO4)CC2)cc1,2%,-3%,12,20
S=C1CN=C(c2ccccc2Cl)c2cc(Cl)ccc2N1,/,?,-12,12
C/C=C1/C[C@@H](C)[C@](O)(CO)C(=O)OCC2=CCN3CC[C@@H](OC1=O)C23 (stereo partly drawn),4%,1%,7,/
CCC1(c2ccccc2)C(=O)NC(=O)N(C)C1=O (stereo not drawn),2%[0.0915 µM],1%[0.00818 µM],/,/
C=CCc1ccc2c(c1)OCO2,3%,-18%,/,/
O=C(Nc1cccc(OC(=O)N2CCCCC2)c1)N1CCCCC1,2%,-1%,11,?
C=CCn1c(O)c(C(CC)=Nc2ccccc2NC(C)=O)c(=O)[nH]c1=O,-7%,-6%,-9,?
Cc1ccc(C[N+](C)(C)C)o1,5%&-6%,-5%&-2%,-9,/
Cc1ccc2nsnc2c1-n1c(C)nc2ccccc2c1=O,1%,-6%,1,-19
O=[N+]([O-])c1cc(Cl)c(Cl)cc1Cl,0%,-1%,/,/
O=P1(Nc2ccc(F)cc2)COc2ccccc2OC1,0%,-8%,10,16
CC(=O)NC(=O)NC(C)Cc1ccccc1 (stereo not drawn),11%,-5%,6,-12
Cc1nn(-c2ccccc2)c2c1C(c1ccc3c(c1)OCO3)SCC(=O)N2 (stereo not drawn),2%,-4%,-8,18
CN1Cc2c(ccc3c2OCO3)C2C(O)Cc3cc4c(cc3C21)OCO4 (stereo not drawn),-2%&1%,2%&0%,12,/
CCC(=NC1CCN(Cc2ccccc2)CC1)c1c(O)[nH]c(=O)[nH]c1=O,3%,-3%,9,?
CC(C)[C@@]1(NC(=O)[C@@H]2C[C@H]3c4cccc5[nH]cc(c45)C[C@@H]3N(C)C2)O[C@@]2(O)[C@H]3CCCN3C(=O)[C@H](Cc3ccccc3)N2C1=O,31%&29%[activator],?,10&3,/
CNc1ccc(C(=O)CC(O)CCC(C)C2OC(=O)CC(O)CC(=O)CC(O)CC(O)CC(O)CC(O)CC3(O)CC(O)C(C(=O)OC)C(CC(O[C@@H]4OC(C)C(O)C(N)C4O)/C=C/C=C/C=C/C=C/C=C/C=C/C=C/C2C)O3)cc1 (stereo partly drawn),-5%,-2%,/,/
CC(C)(C)C(=O)C(Oc1ccc(Cl)cc1)n1cncn1 (stereo not drawn),-1%,-1%,/,/
COc1ccc(CC2NC[C@H](O)[C@H]2OC(C)=O)cc1 (stereo partly drawn),8%,-1%,/,/
NC(N)=NCCN=C(N)N,-6%[11.4 µM],1%[11.4 µM],/,/

# Overlap with the part before: 4 compounds; new compounds follow.
SMILES,15-hLO-2 inh,12-hLO inh,IMPase cell inh,PNC assembly inh
CNc1ccc(C(=O)CC(O)CCC(C)C2OC(=O)CC(O)CC(=O)CC(O)CC(O)CC(O)CC(O)CC3(O)CC(O)C(C(=O)OC)C(CC(O[C@@H]4OC(C)C(O)C(N)C4O)/C=C/C=C/C=C/C=C/C=C/C=C/C=C/C2C)O3)cc1 (stereo partly drawn),-5%,-2%,/,/
CC(C)(C)C(=O)C(Oc1ccc(Cl)cc1)n1cncn1 (stereo not drawn),-1%,-1%,/,/
COc1ccc(CC2NC[C@H](O)[C@H]2OC(C)=O)cc1 (stereo partly drawn),8%,-1%,/,/
NC(N)=NCCN=C(N)N,-6%[11.4 µM],1%[11.4 µM],/,/
Nc1c(C(=O)NC2CCCC2)c2nc3ccccc3nc2n1CC1CCCO1 (stereo not drawn),-15%,-28%,3,?
CC[C@@H]1[C@@H]2Cc3ccc(O)cc3[C@@]1(CC)CCN2C,-3%[11.4 µM],1%[11.4 µM],/,/
CCN1C[C@@]2(COC)C3[C@@H](OC)C4[C@@H]1[C@@]3(C1C[C@@]3(O)[C@H](OC(=O)c5ccccc5)C1[C@]4(OC(C)=O)[C@@H](O)[C@@H]3OC)[C@@H](OC)C[C@H]2O (stereo partly drawn),-7%,4%,7,/
CCCC(=O)C1C(=O)NC(=O)NC1=O,-7%,0%,-8,33
COc1cccc(CNC2CN3CCC2CC3)c1OC (stereo not drawn),5%,-2%,-9[9.22 µM],17
CCOP(=S)(OCC)Oc1ccc2c(C)c(Cl)c(=O)oc2c1,1%,2%,/,/
CCCCN1C(=O)NC(=O)C2(Cc3ccccc3N3CCOCC32)C1=O (stereo not drawn),-5%,-1%,-5,-25
O=C1c2ccccc2C(=O)c2ccccc21,-3%,1%,/,/
Brc1ccc(Oc2cc(Br)c(Br)cc2Br)c(Br)c1,3%&3%,1%&-2%,/,/
O=C(COc1ccc(S(=O)(=O)N2CCOCC2)cc1)N1CCN(Cc2ccc3c(c2)OCO3)CC1,6%,-2%,5,?
Cc1ccc(-c2nc3ccccc3c(=O)n2-c2ncccc2C)cc1,4%,6%,11,100
N#CC(Cl)Cl,-2%,-4%,/,/

# Profiles from above. Order of screens: 15-hLO-2 inh	12-hLO inh	IMPase cell inh	PNC assembly inh
# Profile of N#CC(Cl)Cl = -2%	-4%	/	/
# Profile of CCOP(=S)(OCC)Oc1ccc2c(C)c(Cl)c(=O)oc2c1 = 1%	2%	/	/

# Going on with the list.
SMILES,15-hLO-2 inh,12-hLO inh,IMPase cell inh,PNC assembly inh
Cc1nc2ccccc2c(=O)n1-c1cccc(O)c1,-5%,-7%,-7,-107*
COC(=O)c1ccc(N2C(=O)CC(N3CCC(n4c(=O)[nH]c5ccccc54)CC3)C2=O)cc1 (stereo not drawn),-28%,0%,0,-2
CN(C)c1ccccc1,-4%,0%,/,/
CC1CCCCN1CC(=O)c1ccc2cc[nH]c2c1 (stereo not drawn),-10%,47%[activator],-10,-8
CC1=C(C(=O)Nc2ccccc2)SCCO1,-10%,-1%,15,-98*
COc1ccc(C2C(C#N)=C(N)Oc3c2c(=O)oc2ccccc32)cc1Cn1cc([N+](=O)[O-])cn1 (stereo not drawn),-27%,-1%,6,19
CN1CC[C@@]23CCCC[C@@H]2[C@@H]1Cc1ccc(O)cc13,11%,-1%&-1%,-1,?
O=c1[nH]c(=O)n(Cc2ccccc2)c(O)c1C=Nc1ccc(CN2CCOCC2)cc1,5%,3%,6,27
Cc1nc(N)sc1CCN,21%,1%,-1,/
CC(=O)C(Sc1ncnc2c1nnn2-c1ccc(F)cc1)C(=O)N(C)C (stereo not drawn),?,-9%,4,-12
COc1cc(N2CCOCC2)ccc1C=C1C(=O)NC(=O)NC1=O,/,1%,-6,?
NC1CCCCC1N=Cc1c(O)n(Cc2ccc(F)cc2)c(=O)[nH]c1=O (stereo not drawn),-2%,-9%,-2,6

# Filtered by structure: the entries above containing a cyano group (2)
SMILES,15-hLO-2 inh,12-hLO inh,IMPase cell inh,PNC assembly inh
N#CC(Cl)Cl,-2%,-4%,/,/
COc1ccc(C2C(C#N)=C(N)Oc3c2c(=O)oc2ccccc32)cc1Cn1cc([N+](=O)[O-])cn1 (stereo not drawn),-27%,-1%,6,19

# Going on with the list.
SMILES,15-hLO-2 inh,12-hLO inh,IMPase cell inh,PNC assembly inh
Cc1ccc(Cn2ccc(NC(=O)c3cc(-c4ccco4)on3)n2)cc1,-5%,-12%,?,?
CC12CC1(C)C(=O)N(c1cc(Cl)cc(Cl)c1)C2=O (stereo not drawn),-6%,-1%,/,/
COC(=O)C(O)(c1ccc(NC(=O)c2ccco2)c(OC)c1)C(F)(F)F (stereo not drawn),14%,-4%,-1,12
O=C(O)CNCP(=O)(O)O,3%[11.4 µM],6%[11.4 µM],/,/
Clc1ccc(C2NCCc3[nH]cnc32)cc1 (stereo not drawn),/,-3%,-9,6
COCCNC(=O)c1c(NC(=O)c2ccco2)n(Cc2ccccc2)c2nc3ccccc3nc12,-6%,1%,21,?
Cn1c(=O)cc(SCC(=O)N2CCC3(CC2)OCCO3)c2ccc(Cl)cc21,/,-2%,?,-11
CC(=O)N(C1=NCCCS1)c1ccccc1F,-4%,1%,-5,13
CC(=O)c1c(O)n(C2CCCCCC2)c(=O)[nH]c1=O,3%,7%,-4,13
COc1ccc(-n2nc(C(F)(F)F)cc2-c2ccc(Cl)cc2)cc1,16%[0.0915 µM],-3%[0.00818 µM],7,/
O=c1c2ccccc2nc(-c2ccccc2)n1-n1cccc1,3%,-7%,-1,0
COc1ccc(-n2c(Cc3cccc([N+](=O)[O-])c3)nc3ccccc3c2=O)cc1,/,-1%,/,-16
COC1=C[C@@H]2[C@@H]3Cc4ccc(OC)c(O)c4[C@]2(CCN3C)CC1=O,6%[0.0915 µM],-5%[0.00818 µM],/,/
Cc1ccc(C)c(CN2CCC(n3nnc4cc(F)ccc43)CC2)c1,40%[activator],-2%,2,6
Ic1cncc(OC[C@@H]2CCN2)c1,39%[activator],-3%,7,/
O=c1[nH]c(=O)n(-c2cccc3ccccc23)c(O)c1C=NCc1ccc2c(c1)OCO2,-3%,3%,2,22
CN(CCc1ccccc1)Cc1ccccc1[N+](=O)[O-],6%,5%,4,-5
COc1ccccc1OCCCn1cc(C(=O)c2ccco2)c2ccccc21,-5%,-2%,9,?
Cc1ccccc1-n1c(O)c(/C=C2/C(c3ccccc3)=Nc3ccccc32)c(=O)[nH]c1=O,/,-4%,4,?
COC(=O)C(O)(c1c[nH]c2ccccc12)C(F)(F)F (stereo not drawn),-7%,1%,0,26
C[C@@]12CC[C@H]3[C@@H](CC[C@@H]4C[C@H](O)CC[C@]43C)[C@H]1CC[C@H]2O,-5%,-4%,3,/
